High-throughput results as filed in PubChem.
TWEAK Fn14 block = inhibitors of TWEAK-Fn14 interaction signaling | TWEAK-stimulated Fn14 reporter cells, luciferase luminescence, 8 h | inhibition, % at 10 µM | 2% of 360,000 active | AID 1159606; in the data active = inhibition above about 50%
Shn3 3UTR inh = Schnurri-3 reporter inhibition in Clone20 osteoblasts; Clone20 osteoblast Shn3 3'UTR firefly luciferase, 24 h; inhibition, % at 12.5 µM; 0.52% of 360,000 active;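 active = mean inhibition of at least 75% with every replicate also reaching 75%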;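 note: 0% = median of neutral control wells and 100% = pilot-screen positive control compound; some compounds past the cut are filed as inactive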
Peg3 prom inh = inhibitors of Peg3 promoter. HeLa PEG-Prom luciferase reporter, luminescence, overnight. AID 588405. inhibition, % at 20 µM. 1.7% of 360,000 active;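 active = inhibition of at least 50% at 20 µM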
NR2E3 ag-1 = agonists of human nuclear receptor NR2E3. Q9Y5X4. inhibition of corepressor binding, % at 4.78 µM. GST-NR2E3/biotin-RetCOR TR-FRET, 1536-well. 0.12% of 320,000 active. AID 2300;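 active = percent inhibition above the cutoff of mean plus 3 SD of all tested compounds, set per screening campaign, cut at about 20% in these data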;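 note: 0% = DMSO wells and 100% = biotin wells as full block of FRET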
Target sequence (Q9Y5X4 whole entry, looked up): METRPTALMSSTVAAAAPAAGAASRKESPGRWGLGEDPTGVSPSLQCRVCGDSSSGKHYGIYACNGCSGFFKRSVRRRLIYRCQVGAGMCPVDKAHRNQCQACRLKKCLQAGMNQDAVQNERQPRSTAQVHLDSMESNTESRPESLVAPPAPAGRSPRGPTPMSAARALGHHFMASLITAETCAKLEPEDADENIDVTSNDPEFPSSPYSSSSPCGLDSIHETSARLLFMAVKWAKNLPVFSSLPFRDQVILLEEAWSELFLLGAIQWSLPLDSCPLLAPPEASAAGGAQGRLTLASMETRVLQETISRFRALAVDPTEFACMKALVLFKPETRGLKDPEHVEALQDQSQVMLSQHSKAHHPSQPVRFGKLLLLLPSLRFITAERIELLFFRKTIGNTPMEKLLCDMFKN
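Material – GST-tagged NR2E3 plus biotinylated RetCOR corepressor · Quantity – NR2E3 fusion 1.35 nM · Times – 5 h incubation at 4 °C · Medium – pH 7.5 Tris-based buffer · Technique – TR-FRET, Eu(K)-anti-GST donor, streptavidin-D2 acceptor, ex 340, em 617/671 nm · Benchmarks – high control biotin, low control 0.6% DMSO · Format – 1536-well plates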
HIF-2a block = inhibitors of HIF-2a | 786-0 RCC cells HIF-2a reporter, luciferase luminescence, overnight | inhibition, % at 18.8 µM | 0.72% of 360,000 active | AID 624352;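 active = inhibition of the luminescence signal of 40% or more relative to plate controls, in a single-dose primary screen at 18.75 µM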
iPSC survival up = increases survival of single human iPS cells | hiPSC single-cell survival, ATPlite luminescence; 100% = ROCK inhibitor wells, 0% = DMSO | survival enhancement, % at 20 µM | 0.044% of 360,000 active | AID 602274; in the data active = survival enhancement above about 18%;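 note: cells exposed to compounds for 16 hours before the ATP read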
CF NFkB inh = blocks PAF-induced NF-kB reporter in cystic fibrosis cells | AID 588850 | KKLEB NF-kB-GFP reporter, GFP fluorescence overnight | inhibition, % at 5 µM | 0.86% of 360,000 active;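 active = at least 50% inhibition at 5 µM, scaled per plate between neutral and stimulator controls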;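 note: PAF is a Pseudomonas aeruginosa culture filtrate used as stimulus; plate controls were PAF-stimulated DMSO wells for no effect and unstimulated DMSO wells for full effect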
aDG glyco act = alpha-DG glycosylation activation; AID 624168; 0.22% of 360,000 active; Pro5-aDG cells, alpha-DG glycosylation AlphaScreen (IIH6); 0% Pro5, 100% B10-LARGE cell signal; activation, % at 10 µM;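 active = activation of at least 8% versus controls, or a plate z-score of at least 8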;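 note: Pro5 are CHO cells carrying HIG-tagged alpha-DG that lacks glycosylation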
TRPM1 prom inh = reduces MITF-dependent TRPM1 promoter luciferase signal; inhibition, % at 12.5 µM; SK-MEL-5 TRPM1 promoter luciferase, 24 h; AID 488899; 0.83% of 330,000 active;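 active = mean inhibition across replicates of 60% or more, whatever share of single replicates reaches that level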; note: values of inactives mirror those of a sister screen read the other way
KKLEB cytotox = CF airway cell cytotoxicity counter-screen; 0.36% of 360,000 active; AID 602141; activity change (cytotoxicity), % at 5 µM; KKLEB CF airway cells viability, ATPlite luminescence, overnight; active compounds read low; cells stimulated with P. aeruginosa culture filtrate;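 active = corrected activity change at or below -50% at 5 µM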
NR2E3 ag-2 = agonists of human NR2E3 nuclear receptor | inhibition of corepressor binding, % at 3.98 µM | CHO-S Gal4-NCOR/VP16-NR2E3 two-hybrid, luciferase | Q9Y5X4 | AID 602229 | 0.35% of 360,000 active;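 active = inhibition above the mean of all tested compounds plus 3 SD, cut at about 70% in these data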;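 note: 0% = DMSO with NR2E3 transfected cells and 100% = cells lacking NR2E3 construct; higher means lower luciferase signal from less NR2E3 corepressor binding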
* hit, by the source's call; . = not tested or not shown. Not a hit list (roughly 4.4% active in at least one column).

Structure | TWEAK Fn14 block | Shn3 3UTR inh | Peg3 prom inh | NR2E3 ag-1 | HIF-2a block | iPSC survival up | CF NFkB inh | aDG glyco act | TRPM1 prom inh | KKLEB cytotox | NR2E3 ag-2
COc1ccc(OC)c(NC(=O)C(=O)c2cn(CC(=O)N3CCCC3)c3ccccc23)c1 | -47 | 17 | 39 | 5 | 7 | -0.3 | 12 | 0.2 | 7 | -3 | 2
CCOc1ccc(S(=O)(=O)NCCC(=O)NCC(c2ccc(F)cc2)N2CCOCC2)cc1 (stereo not drawn) | -19 | -8 | 10 | -1 | -3 | 0.8 | -6 | -0.2 | 3 | -8 | 30
Cc1cccc(C)c1OCC(O)CN (stereo not drawn) | -11 | 10 | 3 | 0 | 6 | 1.5 | 5 | -0.3 | -13 | 0 | -16
Cc1cccc(Nc2cc(C)nc3ccccc23)c1 | -5 | 1 | 8 | 1 | 14 | -0.5 | -23 | 0.1 | 8 | -13 | -21
Cc1nnc(-c2ccccc2)o1 | -11 | -9 | -5 | 0 | 11 | -0.2 | 5 | -0.1 | 5 | -3 | -1
Cc1c(NC(=O)CSc2nnnn2Cc2ccccc2)c(=O)n(-c2ccccc2)n1C | 11 | 7 | -3 | 2 | 15 | 4.1 | 2 | -0.1 | 1 | -5 | 15
COc1ccc(Nc2cc(C)c3cc([N+](=O)[O-])ccc3n2)cc1 | 51* | -17 | -86 | 1 | -133 | 0.1 | -74 | -0.1 | 2 | 11 | -7
COc1ccc(S(N)(=O)=O)cc1C(N)=O | -10 | 13 | 5 | 4 | 8 | 3.1 | -2 | -0.3 | 4 | 3 | -25
CCN(c1ccccc1)S(=O)(=O)c1ccc(OC)c(NC(=O)CNC)c1 | 1 | 1 | 15 | 1 | 7 | -0.8 | -4 | 0.6 | 12 | -3 | -26
CCOC(=O)C1=C[C@@H](c2ccccc2)N(S(=O)(=O)c2ccc(C)cc2)[C@H]1c1ccc(F)cc1 | 11 | 5 | 24 | . | -6 | 0.3 | 23 | -0.1 | . | -1 | 25
COc1ccc(NC(=O)CCSc2ccc(F)cc2)cc1 | -35 | -34 | -273 | 3 | -297 | -0.5 | -2 | 0.0 | -91 | -2 | 2
COc1ccc(CNC(=O)c2ccc(C(C)(C)C)cc2)cc1 | -27 | -106 | -257 | -1 | -230 | -0.1 | -13 | -0.1 | -95 | 2 | -102
O=C(CSc1nnc2ccc(-c3ccccn3)nn12)Nc1cccc(F)c1 | 4 | -22 | 7 | . | 14 | -1.8 | 0 | 0.0 | . | 3 | 21
CCNC(=O)NC(=O)C(C)OC(=O)c1cc(S(=O)(=O)N2CCCCCC2)ccc1OC (stereo not drawn) | 23 | 8 | 31 | 0 | 27 | 0.5 | -5 | 0.0 | 8 | 5 | 14
O=C(Cn1c(=O)n(Cc2ccccc2)c(=O)c2ccccc21)NCc1ccco1 | 1 | 1 | 11 | 0 | 12 | 4.6 | -8 | -0.1 | 3 | 0 | -4
Cc1cc(=O)oc2cc(OCC(=O)N3c4ccccc4NC(=O)C3(C)C)ccc12 | 7 | -1 | 23 | . | -4 | 3.0 | -5 | -0.1 | -3 | 3 | -6
COc1ccccc1C=C1CCc2ccccc2C1=O | 72* | -68 | -208 | . | -173 | -1.7 | 12 | -0.3 | . | -31 | -61
CC1CCc2c(sc3nc(C4CC4)nc(N4CCN(C(=O)c5ccco5)CC4)c23)C1 (stereo not drawn) | 39 | 71 | -59 | 2 | -102 | 2.9 | 24 | 0.0 | 6 | -24 | -52
Cc1c(NC(=O)C(C)Oc2ccc(Br)cc2Cl)c(=O)n(-c2ccccc2)n1C (stereo not drawn) | -8 | -33 | 6 | 2 | 12 | -0.3 | -28 | 0.3 | 9 | 7 | -8
CCn1nc(C)c(CNC(=O)Nc2ccccc2C(=O)OC)c1C | 26 | 35 | -2 | 1 | 20 | 1.1 | 4 | 0.4 | 4 | 8 | -5
COC(=O)c1cccc(C(=O)N2CCC(CO)(Cc3ccccc3Cl)CC2)c1 | -14 | 5 | 4 | 4 | 23 | 0.4 | 10 | -0.1 | 2 | -2 | -9
CCCCC1(COC(=O)CCC(=O)O)C(=O)N(c2ccccc2)N(c2ccccc2)C1=O | 3 | -9 | -6 | 2 | 6 | -0.7 | -4 | 0.1 | -21 | 0 | 1
COc1ccc(/C=C2\N=C(c3ccccc3Cl)NC2=O)cc1 | 4 | -6 | -46 | . | -38 | -0.4 | -19 | -0.2 | . | 0 | 10
CC(C)CNC(=O)C1(N2C(=O)c3ccccc3C2=O)CCCC1 | 29 | 5 | -3 | . | 13 | -0.5 | 18 | 0.5 | 15 | -6 | 51

Eight entries already listed, arranged by formula weight, lowest first.
Structure | TWEAK Fn14 block | Shn3 3UTR inh | Peg3 prom inh | NR2E3 ag-1 | HIF-2a block | iPSC survival up | CF NFkB inh | aDG glyco act | TRPM1 prom inh | KKLEB cytotox | NR2E3 ag-2
COc1ccc(/C=C2\N=C(c3ccccc3Cl)NC2=O)cc1 | 4 | -6 | -46 | . | -38 | -0.4 | -19 | -0.2 | . | 0 | 10
CC(C)CNC(=O)C1(N2C(=O)c3ccccc3C2=O)CCCC1 | 29 | 5 | -3 | . | 13 | -0.5 | 18 | 0.5 | 15 | -6 | 51
CCn1nc(C)c(CNC(=O)Nc2ccccc2C(=O)OC)c1C | 26 | 35 | -2 | 1 | 20 | 1.1 | 4 | 0.4 | 4 | 8 | -5
O=C(Cn1c(=O)n(Cc2ccccc2)c(=O)c2ccccc21)NCc1ccco1 | 1 | 1 | 11 | 0 | 12 | 4.6 | -8 | -0.1 | 3 | 0 | -4
Cc1cc(=O)oc2cc(OCC(=O)N3c4ccccc4NC(=O)C3(C)C)ccc12 | 7 | -1 | 23 | . | -4 | 3.0 | -5 | -0.1 | -3 | 3 | -6
COC(=O)c1cccc(C(=O)N2CCC(CO)(Cc3ccccc3Cl)CC2)c1 | -14 | 5 | 4 | 4 | 23 | 0.4 | 10 | -0.1 | 2 | -2 | -9
CCCCC1(COC(=O)CCC(=O)O)C(=O)N(c2ccccc2)N(c2ccccc2)C1=O | 3 | -9 | -6 | 2 | 6 | -0.7 | -4 | 0.1 | -21 | 0 | 1
Cc1c(NC(=O)C(C)Oc2ccc(Br)cc2Cl)c(=O)n(-c2ccccc2)n1C (stereo not drawn) | -8 | -33 | 6 | 2 | 12 | -0.3 | -28 | 0.3 | 9 | 7 | -8

Later entries
Structure | TWEAK Fn14 block | Shn3 3UTR inh | Peg3 prom inh | NR2E3 ag-1 | HIF-2a block | iPSC survival up | CF NFkB inh | aDG glyco act | TRPM1 prom inh | KKLEB cytotox | NR2E3 ag-2
COc1ccc(Oc2coc3c(CN(C)C)c(O)ccc3c2=O)cc1 | -14 | -12 | 4 | -3 | 10 | 7.7 | 2 | 0.1 | 4 | -6 | -18
COC(=O)COc1cc(OCC(=O)OC)c2c(-c3ccccc3)cc(=O)oc2c1 | -4 | 12 | 11 | -4 | 13 | 0.4 | -9 | -0.1 | 2 | 5 | -14
C(=NOCc1ccccc1)c1ccccn1 | -5 | -64 | -325 | . | -198 | -0.7 | 12 | 0.3 | . | -11 | -103
COc1c(C)cccc1C(=O)Nc1cc(Cl)ccc1N1CCOCC1 | 1 | 12 | 15 | 2 | 18 | -2.7 | 10 | 0.2 | 1 | 3 | -10
CC(C)(C)C(=O)Nc1ccccc1N1CCN(c2ccc(F)cc2)CC1 | -10 | 5 | 5 | -3 | 13 | 0.9 | 16 | 0.3 | 1 | -9 | 10
O=C(NCCc1cn[nH]c1)c1ccc2oc(CCc3ccccc3)nc2c1 | -20 | -20 | -109 | . | -162 | -1.6 | -30 | 0.9 | . | 11 | -29
Cc1cnc(CNC(=O)c2csc([C@@H]3O[C@H](CO)[C@H](O)[C@H](O)[C@H]3O)n2)cn1 | 5 | -7 | -2 | . | 8 | -3.5 | 1 | -0.1 | . | 5 | -10
Cc1csc(NC(=O)Cc2c[nH]c3ccccc23)n1 | 16 | -72 | -323 | 2 | -265 | -4.7 | -3 | -0.4 | -91 | 0 | -111
CC(=O)NC(=S)Nc1cccc2ccc(C)nc12 | -14 | 5 | -2 | 1 | 8 | -0.4 | -3 | 0.0 | 2 | -7 | -15
Cn1nnc(NC(=O)COc2ccc(C3CCCCC3)cc2)n1 | 2 | 8 | -32 | -2 | -29 | -1.9 | -1 | 0.2 | -3 | 10 | -23
O=C(N/N=C/c1ccc2nccnc2c1)c1ccncc1 | -23 | 2 | 0 | 2 | 5 | 0.6 | -2 | 0.0 | 8 | 9 | -1
COc1ccc(N(CC(=O)N2CCN(Cc3ccccc3)CC2)S(=O)(=O)c2ccccc2)cc1 | 9 | -2 | -1 | 1 | 9 | 0.0 | 2 | -0.3 | 4 | -1 | -15
O=C(NCCc1ccccc1)C(c1ccccc1F)N(C(=O)c1csnn1)C1CC1 (stereo not drawn) | 10 | 18 | 9 | 5 | 15 | -0.7 | 16 | 0.3 | 9 | 0 | -37
O=C1NC(=NCc2ccccc2)S/C1=C/c1ccc(O)cc1 | 9 | 70 | 32 | 1 | 10 | 2.0 | 53* | -0.5 | 31 | -43 | -19
C#CCN(Cc1ccco1)C(=O)c1cc(COc2ccc(F)cc2Cl)on1 | -44 | 3 | -20 | 7 | -52 | 1.3 | -9 | 0.0 | -3 | -13 | -1
COc1ccc(/C=N/NC(=O)CN2CCCCCCC2)c(C)c1C | -16 | -8 | -19 | -2 | -7 | 0.2 | -5 | 0.2 | -1 | -6 | -2
COc1cccc(N2CCN(c3c4c(nc5ncnn35)CCC4)CC2)c1 | -8 | 79 | 6 | -2 | -12 | 4.2 | -15 | 2.0 | -11 | 5 | 38
CCC(C)NS(=O)(=O)c1ccc(S(=O)(=O)N2CC=C(c3ccc(F)cc3)CC2)cc1 (stereo not drawn) | 23 | 80 | 27 | -1 | 19 | 1.3 | -6 | 2.3 | 9 | 1 | 19
O=C(NC1CCCCC1)c1nc(C2CCNCC2)oc1-c1ccccc1 | -8 | 5 | 4 | . | -5 | -2.2 | 6 | 0.0 | . | 0 | -25
COC(=O)c1cc(S(=O)(=O)Nc2cccc(S(N)(=O)=O)c2)oc1C | 10 | -24 | -2 | 2 | 15 | -0.8 | 6 | 0.0 | 2 | -10 | 23
Cc1ccc2nsnc2c1NC(=O)CCl | 17 | -4 | 5 | -3 | 7 | -1.1 | -12 | 0.0 | -3 | 3 | -2
CCCCCCCCCCCCCC(=O)NO | -63 | -4 | -36 | . | -8 | -1.0 | 1 | 0.2 | 8 | -5 | -18
Cn1cccc1/C=N/N1CCN(Cc2ccc(Cl)cc2)CC1 | 14 | 12 | -1 | -5 | 7 | 0.7 | -85 | 0.1 | 2 | 9 | 7
